Source: PubChem
PPARg SRC-3 ag: PPARgamma agonists recruiting SRC-3 coactivator, primary screen, biochemical | Peroxisome proliferator-activated receptor gamma (Homo sapiens), P37231 | biochemical PPARgamma/SRC-3 coactivator recruitment assay | activation, % at 8 µM | actives 0.26% (n = 200,000) | AID 731, 2007; in the data active = activation above about 23%;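 also: 0% = DMSO and 100% = reference agonist; some compounds past the cut are filed as inactive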
bIAP inh: bovine intestinal alkaline phosphatase inhibitors, primary screen, selectivity assay for TNAP inhibitor project, biochemical, bovine IAP, CDP-star luminescence | alkaline phosphatase, intestinal [Bos taurus] | purified bovine IAP, 30 min | inhibition, % at 20 µM | 190,000 tested, under 10 active | AID 1019, 2008;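 active = over 50% inhibition of intestinal alkaline phosphatase at 20 µM in the single-dose screen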
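test system = bovine IAP enzyme | medium = DEA buffer 100 mM, pH 9.8, with MgCl2 1.0 mM, ZnCl2 0.02 mM | detection = luminescence | dosing = single compound dose of 20 µM, 2% DMSO final | incubation = 30 min reaction at room temperature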
Redox H2O2 prof: compounds producing H2O2 with reducing agent – biochemical, NIH compound library profiling, artefact control for MLSCN library redox annotation, primary screen; actives 0.03% (n = 200,000); AID 878, 2007; activation, % at 10 µM; DTT-dependent redox cycling H2O2, phenol red/HRP absorbance; 100% = 100 µM peroxide control, 0% = buffer;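 active = activation of at least 50% relative to the plate's high and low controls in the primary single-dose screen; inactive = activation below 50%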;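 also: compound incubated with DTT at 0.8 mM final as the reducing agent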
Lmaj promast: Leishmania major promastigote growth inhibition, primary screen; Leishmania major promastigotes, resazurin fluorescence viability; inhibition, % at 10 µM; actives 9% (n = 200,000); AID 1063, 2008; in the data active = inhibition above about 50%;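 also: promastigotes grown with compound for 44 hours at 28 °C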
PPARg SRC1 recr: PPARgamma agonists recruiting SRC-1 coactivator, primary screen, biochemical | Peroxisome proliferator-activated receptor gamma (Homo sapiens), P37231 | PPARgamma-SRC-1 coactivator recruitment biochemical assay | activation, % at 8 µM | actives 0.41% (n = 200,000); in the data active = activation above about 19%;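 also: 0% = DMSO and 100% = reference agonist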
RAM network inh: inhibitors of the yeast RAM network, primary screen, dse1pr::URA3 reporter, 5-FOA selection; actives 1.8% (n = 190,000); inhibition, % at 50 µM; S. cerevisiae dse1pr::URA3 reporter, 5-FOA growth OD615, 2 d; analog-sensitive cbk1-as2 kinase mutant strain; AID 868, 2007;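 active = inhibition above a set limit, 3 SD over mean compound inhibition, cut at about 8.4% in these data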;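 also: 0% = DMSO-only wells with no growth and 100% = 10 µM 1-NA-PP1 full growth; inhibition rescues growth on 5-FOA so higher OD means more RAM inhibition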
ROMK primary: ROMK potassium channel modulators, primary screen, cell-based, thallium flux, MLSMR library | Tet-inducible ROMK, thallium flux fluorescence; actives lie on both sides | AID 1918, 2009 | ATP-sensitive inward rectifier potassium channel 1 (Homo sapiens), P48048 | B-score at 10 µM | actives 2% (n = 130,000);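 active = signal ratio slope over the read window, or its plate-corrected B-score, at least 3 SD from the plate mean, either direction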;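 also: B-score of the F/F0 ratio slope over 7 to 12 s after thallium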
Target sequence (P48048 whole entry, looked up): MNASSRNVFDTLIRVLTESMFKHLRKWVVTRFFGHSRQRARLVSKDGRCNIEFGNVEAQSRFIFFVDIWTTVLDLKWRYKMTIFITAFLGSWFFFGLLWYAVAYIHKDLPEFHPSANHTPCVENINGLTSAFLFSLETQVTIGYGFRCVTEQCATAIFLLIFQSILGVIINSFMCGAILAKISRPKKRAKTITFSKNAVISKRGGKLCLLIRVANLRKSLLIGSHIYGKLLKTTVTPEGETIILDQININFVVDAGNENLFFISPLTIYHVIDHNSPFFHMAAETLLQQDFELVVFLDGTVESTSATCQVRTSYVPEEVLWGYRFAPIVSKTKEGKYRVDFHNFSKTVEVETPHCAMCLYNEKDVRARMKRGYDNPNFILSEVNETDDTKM
PPARg SRC-2 ag: agonists of PPARg-SRC-2 recruitment, primary screen, biochemical, HTS; Peroxisome proliferator-activated receptor gamma (Homo sapiens), P37231; PPARgamma LBD-SRC-2 recruitment; activation, % at 8 µM; actives 0.34% (n = 200,000); in the data active = activation above about 22%;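 also: 0% = vehicle and 100% = reference agonist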
S1P3 antagonist: S1P3 receptor antagonists, primary screen, cell-based; Sphingosine 1-phosphate receptor 3 (Homo sapiens), Q99500; CHO S1P3 NFAT-BLA reporter, FRET fluorescence, antagonist mode; inhibition, % at 4.98 µM; actives 0.27% (n = 170,000);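 active = inhibition above the plate cutoff, the mean inhibition of test wells on that plate plus 3 SD, cut at about 28% in these data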;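 also: cells challenged with S1P at its EC80 of 0.8 µM; blue over green emission ratio from cleaved BLA substrate after 4 h stimulation; 0% = S1P-stimulated wells and 100% = unstimulated DMSO-only wells; some compounds past the cut are filed as inactive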
Target sequence (Q99500 whole entry, looked up): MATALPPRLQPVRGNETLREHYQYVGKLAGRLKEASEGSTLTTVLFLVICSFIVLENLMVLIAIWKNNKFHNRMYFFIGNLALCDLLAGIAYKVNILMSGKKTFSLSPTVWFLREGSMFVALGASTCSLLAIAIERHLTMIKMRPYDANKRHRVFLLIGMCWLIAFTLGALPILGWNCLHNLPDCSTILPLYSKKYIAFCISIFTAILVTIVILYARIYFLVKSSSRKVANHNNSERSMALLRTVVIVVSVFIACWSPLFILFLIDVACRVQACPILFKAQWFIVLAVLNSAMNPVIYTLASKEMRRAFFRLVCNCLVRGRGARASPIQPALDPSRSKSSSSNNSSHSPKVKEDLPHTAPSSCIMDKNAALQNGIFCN
SRC2 TRFRET art: TR-FRET signal artefacts, primary screen, artefact control for PPARgamma SRC-2 agonist project, biochemical; actives 0.4% (n = 200,000); TR-FRET ratio at 8 µM; TR-FRET artefact counter-screen; stronger effect = higher value; AID 1049, 2008; in the data active = TR-FRET ratio above about 2000; also: inactives centre near 1500
HMGR II inh: inhibitors of E. faecalis class II HMGR, primary screen, biochemical, Enterococcus faecalis; purified E. faecalis HMGR, NADPH absorbance 340 nm kinetic; inhibition, % at 10 µM; actives 0.41% (n = 190,000);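 active = inhibition above a set limit, the median over all tested compounds plus 3 SD, cut at about 9.5% in these data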;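 also: enzyme runs in reverse so mevalonate oxidation gives rising NADPH absorbance; 0% = complete reaction with DMSO and 100% = background rate lacking mevalonate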
* marks the source's active call; other numbers are inactive results; . = no result given.

Order of results: PPARg SRC-3 ag, bIAP inh, Redox H2O2 prof, Lmaj promast, PPARg SRC1 recr, RAM network inh, ROMK primary, PPARg SRC-2 ag, S1P3 antagonist, SRC2 TRFRET art, HMGR II inh
> CCOc1ccccc1C(=O)n1nc2nc(C)cc(C)c2c1N
→ 0, 2, 0.0, 6, 0, 0.9, ., 2, -7, 1293, -2
> CCOc1ccc(-c2csc3ncn(-c4ccc(OC)cc4)c(=O)c23)cc1
→ 1, -2, -1.1, 0, 3, 7.6, 0.95, 15, 13, 1766, -1
> Cc1ccc(NC(=O)CSc2ncc3ccccn23)cc1
→ 2, -14, -1.8, -4, -3, 4.4, -0.61, 11, 2, 1570, -3
> O=C(c1ccc(Cn2cc(Br)cn2)o1)n1cccn1
→ -10, 14, -2.0, -6, 6, 0.7, -0.21, 12, 34, 1628, -5
> Cc1cccc(Oc2sc(C(=O)c3ccccc3)c(N)c2C#N)c1C
→ -6, 8, -4.0, 5, 10, 4.4, ., 8, ., 1395, 5
> Cc1ccc(C(=O)CNc2ccc(F)cc2)cc1
→ 2, -2, 0.1, 20, -3, 0.3, 0.9, -13, -2, 1418, -11
> CC(C)[C@H](N)c1nnc(SC/C=C/c2ccccc2)o1
→ -1, -1, 1.4, 0, 1, -1.7, ., 12, ., 1580, -9
> CN(C)S(=O)(=O)N1CCC(Oc2ccc(C(=O)NCc3cnn(C)c3)cc2)CC1
→ 2, -12, -0.1, 0, -2, 0.6, -1, 1, -11, 1636, -1
> O=C(O)c1ccc(N/N=C/c2cccc(F)c2)cc1
→ 2, 2, 0.5, 65*, -5, -0.3, ., -6, -5, 1527, -5
> C#CCn1c(S(=O)(=O)Cc2ccc(C)cc2)nc(-c2ccccc2)c1-c1ccccc1
→ -9, 6, -2.8, 32, 7, 5.4, ., 5, ., 1518, 5
> Cc1cc(C)n(-c2nc(SCC(=O)N3CCCC3)c3c4c(sc3n2)CCCC4)n1
→ -5, -12, 1.5, 63*, 14, 0.3, ., 5, 32, 1678, -3
> O=C(COC(=O)CCS(=O)(=O)c1ccc(Cl)cc1)NC1CCCCC1
→ 4, -3, 0.3, -5, 1, 0.3, -0.15, 4, ., 1443, -7
> O=C(NC1=C(NC2CCS(=O)(=O)C2)C(=O)c2ccccc2C1=O)c1ccccc1 (centres undefined)
→ 7, 0, 0.1, 99*, 1, 0.1, -0.0054, 0, 14, 1659, -2
> Clc1ccc(Cn2nc(-c3ccccc3)nc2-c2ccccc2)cc1
→ 6, 13, 0.5, 19, 0, 5.1, -0.0093, 4, 1, 1653, 5
> COc1ccc(N2CC(C(=O)NCc3cccnc3)CC2=O)cc1 (centres undefined)
→ -3, 1, 1.5, -2, -6, 2.4, ., -4, 4, 1361, -1
> Cc1ccc(-c2nc(C)sc2CC(=O)O)cc1
→ 1, 4, -1.7, -6, -2, 4.3, 0.06, -1, ., 1602, -5
> COc1ccc(-c2csc(C3=C(O)CN(CCCN4CCCC4=O)C3=N)n2)cc1OC
→ 6, -26, 1.1, 10, 5, 2.9, -0.35, -4, -15, 1650, -2
> CN(c1ccc(C(=O)Nc2ccccc2C(=O)N2CCOCC2)cc1)S(C)(=O)=O
→ -12, 4, 0.9, -3, -1, 1.0, 0.069, -5, ., 1519, 1
> CCN(CC)c1ccc(/C=N/O)cc1
→ 1, -4, -2.2, 20, 4, 0.1, -0.32, 7, -2, 1628, 1
> CCCN1CCN(C(=O)c2cc3c(s2)-c2ccccc2S(=O)(=O)C3)CC1
→ 2, 7, -1.3, -1, 4, 1.0, ., 6, ., 1580, -6
> Cc1ccc(O)c(C(=O)CC(=O)c2ccccc2Cl)c1
→ 3, 16, -0.1, 95*, 4, 0.6, ., 9, -2, 1653, 2
> COc1ccc(CCC(=O)Nc2ccc(C)c([N+](=O)[O-])c2)cc1
→ 0, 6, -0.4, 0, 7, 3.4, ., 2, 4, 1479, -1
> O=C(CSc1nc2[nH]ncc2c(=O)[nH]1)c1ccc(Cl)cc1
→ 4, -4, 3.2, -5, 8, 5.8, 0.091, 2, 4, 1601, -1
> CC(=O)c1n[nH]nc1NC(=O)c1ccccc1
→ -11, 6, -0.1, 0, 2, 1.9, -0.69, 2, ., 1434, -9
> COc1cccc(C(O)c2cnc(C(C)C)n2C)c1OC (centres undefined)
→ 1, 0, -1.5, -6, 6, -1.1, ., 4, ., 1908, -4
> CCOC(=O)c1ccccc1NC(=O)c1cccc([N+](=O)[O-])c1
→ 0, 18, -0.2, 0, 1, 2.3, -0.28, -6, 2, 1505, 0
> Cc1ccc(S(=O)(=O)N(CC(=O)N2CCC(C)CC2)c2cccc(C)c2)cc1
→ 0, -9, 0.0, 32, -3, 0.9, -1.4, -2, ., 1344, -3
> COc1ccc(CCNC(=O)CCCn2c(=O)[nH]c3cc(OC)c(OC)cc3c2=O)cc1OC
→ 4, -13, 0.6, 1, 3, 0.3, ., 10, ., 1549, -5
> O=C1[C@@H]2[C@@H]3C[C@@H]([C@H]4ON=C(c5ccc(Cl)cc5Cl)[C@@H]34)[C@@H]2C(=O)N1C1CCCCC1
→ 3, 7, -0.6, 5, -2, 2.4, ., 6, -6, 1626, -3
> COc1ccc(Cc2noc(-c3ccccc3)n2)cc1OC
→ -3, -12, -0.2, -4, -2, 3.4, -1, 6, -16, 1507, 15*

Next entries follow:
Order of results: PPARg SRC-3 ag, bIAP inh, Redox H2O2 prof, Lmaj promast, PPARg SRC1 recr, RAM network inh, ROMK primary, PPARg SRC-2 ag, S1P3 antagonist, SRC2 TRFRET art, HMGR II inh
> Cc1csc(SCC(=O)NC(=O)C2CCCCC2)n1
→ -3, -10, -1.6, -3, -5, -0.1, -1.1, 0, 1, 1501, -7
> Cc1ccc(N2N=C(c3ccc(Br)cc3)CCC2=O)cc1
→ 2, 9, -0.2, -9, 6, 3.9, ., 12, 3, 1746, -1
> Cc1ccc(CNC(=O)CS(=O)CC(=O)O)cc1 (centres undefined)
→ 2, 10, -4.0, -2, -1, 0.8, ., -2, ., 1595, 2
> O=C(Cc1ccc(-n2cccc2)cc1)NCc1cccs1
→ -3, 11, -3.8, -2, 3, 6.5, 3.4*, -5, -28, 1629, 1
> CC1(C)CC(Nc2ccc(C(F)(F)F)cc2[N+](=O)[O-])CC(C)(C)N1
→ -2, 20, -3.0, 18, -4, -0.1, -2.6*, 0, -1, 1496, -6
> COC(=O)c1ccc(NC(=O)Cn2nc(C)cc2C)cc1
→ 2, 7, -0.2, 3, -1, 0.1, ., 5, -3, 1680, 2
> CCN(CC)c1ccc(/C=N/NC(=S)NC)c(O)c1
→ 12, -10, -0.2, 83*, 13, 0.0, 0.81, 12, -7, 1829, 0
> O=C1CCc2cc(S(=O)(=O)N3CCC(C(=O)NCc4ccccc4Cl)CC3)ccc2N1
→ 0, 6, -1.0, -7, 3, 6.8, ., -6, 4, 1548, 4
> O=C(NC1CCCCCCC1)c1ccc2c(c1)N(Cc1ccc(F)cc1)C(=O)CS2=O (centres undefined)
→ 4, -3, 1.4, 8, 0, 4.8, -1.8, -5, ., 1525, -2
> CCc1ccc(S(=O)(=O)NCc2csc(-c3ccccc3)n2)s1
→ 2, 47, -1.4, 0, 11, 6.5, ., 5, 2, 1489, 3
> Cc1ccc(S(=O)(=O)CCc2nnc(NC(=O)c3ccco3)s2)cc1
→ 2, -6, -0.3, -6, 6, 2.2, 0.68, 7, -5, 1579, -3
> O=C(O)c1ccc(Oc2c(C(F)(F)F)oc3cc(O)ccc3c2=O)cc1
→ 5, -8, -0.9, -9, -7, 1.6, 0.46, 0, -8, 1481, -1
> C#CCCCc1nc2ccccc2c(=O)n1N
→ 2, -11, 0.0, -8, 6, 2.1, -0.2, -2, 8, 1555, 1
> CC(C)C(C)NC(=O)COc1ccc(OCc2ccccc2)cc1 (centres undefined)
→ 4, -6, 0.1, -7, 1, 2.4, -0.5, 12, 5, 1783, 1
> CCOC(=O)N1CCN(Cc2nc(Cc3cccc(C(F)(F)F)c3)no2)CC1
→ -2, -4, -0.7, 5, -1, -0.1, -0.92, 1, 1, 1429, -7
> Cc1ccc(C2=C(c3ccc([N+](=O)[O-])cc3)C(=O)OC2)cc1C
→ 0, 6, -2.7, 3, 5, 2.7, -0.89, 12, 7, 1718, -4
> CCS(=O)(=O)c1nc2ccccc2n1Cc1ccccn1
→ -6, -1, -0.4, -5, 2, 1.5, 1.3, 1, 1, 1465, -5
> CC(=O)c1ccc(NC(=S)NC(C)c2ccc(Cl)cc2Cl)cc1 (centres undefined)
→ 7, 5, -0.3, 10, 4, 3.6, 0.016, 18, 7, 1665, -8
> O=c1cc(-c2ccc([N+](=O)[O-])cc2)nc2cc(-c3ccc(Cl)cc3)[nH]n12
→ 2, -2, 0.0, -5, -5, 2.4, ., 3, -23, 1726, -2
> O=C(CSc1ccc(-c2ccncc2)nn1)N1CCCC1
→ 1, 3, 0.2, 8, 5, 2.0, ., 11, -22, 1585, -2
> CCCNC(=O)c1cnc(Sc2ncc(C(F)(F)F)cc2Cl)n1C
→ 4, 2, 0.0, 3, 1, -0.7, -0.35, 13, ., 1709, 3
> O=C(COc1ccc(Cl)cc1)NCc1cn2cc(Cl)ccc2n1
→ 4, -4, -0.5, -4, 2, 4.0, -0.6, 8, -23, 1584, 3
> CC(C)Sc1nc2ccc(N3C(=O)C4CCCCC4C3=O)cc2s1 (centres undefined)
→ -4, -22, -0.4, -4, -3, 1.0, 1.2, -1, -5, 1543, -6
